# Screening results (PubChem)
# 3CLpro inhibitor – SARS-CoV 3CLpro protease inhibitors, primary screen, biochemical, quenched FRET | AID 1706, 2009 | inhibition, % at 6 µM | actives 0.14% (n = 290,000) | Replicase polyprotein 1ab (Severe acute respiratory syndrome coronavirus), P0C6X7 | recombinant SARS-CoV 3CLpro, quenched FRET peptide cleavage; in the data active = inhibition above about 12%
# PfHsp40 rescue – rescue of yeast from PfHsp40 toxicity, primary screen, S. cerevisiae, ATP luminescence. S. cerevisiae expressing PfHsp40, growth rescue. growth rescue, % at 12.5 µM. actives 0.68% (n = 340,000); in the data active = growth rescue above about 28%, passing the limit was not always enough; inconclusive = no clear call, values can overlap the other calls;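 also: yeast W303a lacking pdr1 and pdr3 grown in galactose medium; growth measured after three days at 30 °C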
# CCHF vOTU inh – CCHFV vOTU protease inhibitors, primary screen, biochemical, Pep-AMC substrate, fluorescence. inhibition, % at 11.5 µM. actives 0.55% (n = 370,000). AID 651958, 2012; in the data active = inhibition above about 30%; also: 0% = vehicle wells with enzyme and 100% = no enzyme wells
# Yp Topo-I inh – Yersinia pestis topoisomerase I inhibitors, primary screen, biochemical, cleavage product accumulation, plate reader, single point. DNA topoisomerase I (Yersinia pestis CO92). Y. pestis Topo-I cleavage product accumulation. activity, % at 10 µM. actives 0.064% (n = 360,000); in the data active = activity above about 50%, passing the limit was not always enough; inconclusive = no clear call, values can overlap the other calls; also: inactives centre near 2
# Anthrax LF inh2 – Bacillus anthracis LF protease inhibitors, primary screen, biochemical, multiplex microsphere, MLPCN library. actives 0.12% (n = 360,000). inhibition, % at 10 µM. multiplex microsphere protease cleavage assay. AID 588501, 2011. Lethal factor (Bacillus anthracis), P15917; also: plate controls were buffer without enzyme for full effect and enzyme alone for no effect
# Target sequence (P15917 whole entry, looked up): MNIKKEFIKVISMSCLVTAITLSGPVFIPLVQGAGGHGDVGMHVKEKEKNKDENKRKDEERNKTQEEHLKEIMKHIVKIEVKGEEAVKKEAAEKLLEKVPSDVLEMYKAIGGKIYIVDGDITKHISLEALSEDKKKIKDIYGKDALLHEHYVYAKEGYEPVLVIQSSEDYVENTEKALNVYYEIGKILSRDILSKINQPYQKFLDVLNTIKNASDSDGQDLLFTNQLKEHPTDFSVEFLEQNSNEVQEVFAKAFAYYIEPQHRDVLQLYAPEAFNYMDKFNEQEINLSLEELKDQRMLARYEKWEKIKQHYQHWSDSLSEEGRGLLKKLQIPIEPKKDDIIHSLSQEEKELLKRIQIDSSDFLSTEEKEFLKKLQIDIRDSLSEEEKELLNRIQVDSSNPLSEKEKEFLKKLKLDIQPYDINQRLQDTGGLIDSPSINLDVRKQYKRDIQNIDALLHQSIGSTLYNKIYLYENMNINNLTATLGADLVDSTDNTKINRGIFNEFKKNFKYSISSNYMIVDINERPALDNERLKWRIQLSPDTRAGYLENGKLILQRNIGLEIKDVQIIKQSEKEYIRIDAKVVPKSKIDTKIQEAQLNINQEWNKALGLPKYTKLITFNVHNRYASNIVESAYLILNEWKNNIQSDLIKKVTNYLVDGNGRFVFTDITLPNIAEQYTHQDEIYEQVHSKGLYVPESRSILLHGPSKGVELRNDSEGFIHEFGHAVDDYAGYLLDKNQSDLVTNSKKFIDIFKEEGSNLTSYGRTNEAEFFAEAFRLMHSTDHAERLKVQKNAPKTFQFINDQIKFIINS
# TcdB GH inh – TcdB glycohydrolase inhibitors, primary screen, biochemical, single point, plate reader; TcdB glycohydrolase enzymatic assay; inhibition, % at 9.99 µM; actives 0.24% (n = 350,000); Toxin B (Clostridioides difficile), P18177; in the data active = inhibition above about 10%
# DUSP3 inh – VHR1 phosphatase inhibitors, primary screen, biochemical, absorbance, uHTS | recombinant VHR phosphatase, pNPP absorbance | actives 0.52% (n = 290,000) | inhibition, % at 13.3 µM | Dual specificity protein phosphatase 3 (Homo sapiens), P51452; in the data active = inhibition above about 50%; also: some compounds called inactive have numbers as strong as hits
# Target sequence (P51452 whole entry, looked up): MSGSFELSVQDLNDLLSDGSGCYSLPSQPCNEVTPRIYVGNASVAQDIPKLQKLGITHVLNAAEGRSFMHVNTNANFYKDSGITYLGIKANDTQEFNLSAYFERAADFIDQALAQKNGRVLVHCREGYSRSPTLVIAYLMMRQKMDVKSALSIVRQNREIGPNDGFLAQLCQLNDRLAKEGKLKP
# Vc quorum ag – inducers of Vibrio cholerae quorum light production without autoinducers, primary screen, BH1578 luxS cqsA deficient, single point. V. cholerae BH1578 lux reporter, luminescence, 6 h. activation, % at 18.7 µM. actives 0.16% (n = 350,000); in the data active = activation mostly above about 9.7%, no sharp cut-off; inconclusive = no clear call, values can overlap the other calls; inactive = mostly below about 3.7%; also: not every result past the cut was called active; inactives centre near 0; reference of the scale not given here
# SSB-PriA inh – inhibitors of Klebsiella pneumoniae PriA binding to SSB C-terminal tail, primary screen, biochemical, AlphaScreen. PriA–SSB C-terminal tail interaction (Klebsiella pneumoniae). AlphaScreen SSBct-PriA binding, biotinylated peptide. inhibition, % at 33 µM. actives 0.6% (n = 430,000); in the data active = inhibition mostly above about 37%, no sharp cut-off; inactive = mostly below about 20%;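 also: plate controls were negative control peptide for no effect and reference peptide for full effect; strong numbers were not always called active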
# BoNT-A LC inh2 – BoNT/A light chain protease inhibitors, primary screen, biochemical, flow cytometry, MLPCN library. Botulinum neurotoxin type A light chain protease (Clostridium botulinum A str. ATCC 3502). multiplex microsphere protease substrate cleavage. inhibition, % at 10 µM. actives 0.17% (n = 360,000); also: plate controls were buffer without enzyme for full effect and enzyme alone for no effect
# An asterisk follows results filed as active; i = inactive; u = inconclusive; x = not tested or not shown. Rule as the data show it, unless noted: active = inhibition above about 30%; inconclusive = no clear call, values can overlap the other calls; inactive = below that. Some of the compounds tested; count on the stated rates, not on these rows.
SMILES,3CLpro inhibitor,PfHsp40 rescue,CCHF vOTU inh,Yp Topo-I inh,Anthrax LF inh2,TcdB GH inh,DUSP3 inh,Vc quorum ag,SSB-PriA inh,BoNT-A LC inh2
Cc1cc(C)cc(C(=O)NC2C(=O)N3C(C(=O)O)=C(CSc4nnc(C)s4)CSC23)c1 (stereo unspecified),6.3,-2.1,2.6,1.6,-1.8,-0.1,11.1,-0.2,-5.8,-1.1
Cc1ccccc1-n1c(SCC(=O)c2cc(C)n(C)c2C)nnc1-c1cccnc1,-1.9,1.0,x,4.4,-7.3,x,30.5,0.7,11.1,-1.6
CCn1nc(-c2cccs2)nc2c(=O)n(C)c(=O)nc1-2,x,-0.1,x,-6.6,x,x,90.0*,i,-10.0,x
CCC(=O)Nc1ncc2c(n1)CC(c1ccco1)CC2=O (stereo unspecified),-2.2,u,-5.6,-7.2,-0.2,x,35.8,-0.4,-9.3,-0.1
COc1ccc(Cl)cc1NC(=O)c1cccc([N+](=O)[O-])c1O,x,-2.0,16.0,-4.1,8.9,-4.0,x,x,-2.2,0.1
CCCc1nc(SCC(=O)N2CCN(c3ccccc3)CC2)c2c(=O)n(C)c(=O)n(C)c2n1,-1.6,1.5,-5.5,4.8,-4.1,-0.2,9.4,-0.5,-3.1,-0.8
CN1C(=O)C(CC(=O)NCCc2ccccc2)N(NC(=O)c2ccc(Cl)cc2)C1=S (stereo unspecified),-1.1,17.1,-8.4,0.5,-13.0,0.6,1.1,-0.8,-2.9,u
CCOC(=O)Nc1cccc2ccccc12,0.3,1.2,-8.2,-12.6,0.5,0.3,-13.1,-0.4,-15.0,-0.6
O=C(c1ccc(Cl)cc1)C1CCN(C(=S)Nc2ccccc2)CC1,x,-2.3,0.4,8.3,0.9,-0.1,x,-0.7,-4.1,-1.8
CC(C)(C)c1cc(C(=O)Nc2ccc(F)cc2)n(Cc2ccc(F)cc2)n1,6.4,3.6,-2.1,-9.1,-0.2,-0.1,12.5,i,-18.1,-1.3
COc1ccc(-c2noc(N3CCC(C(=O)N4CCN(c5ccccn5)CC4)CC3)n2)cc1,0.3,0.5,3.9,25.7,-3.6,x,23.5,-0.6,-11.1,-1.1
Cc1cc(=O)oc2cc(OC(=O)c3ccco3)ccc12,28.9*,1.2,-356.1,3.4,-2.3,0.8,-14.5,x,-17.8,0.5
Nc1ncncc1-c1ccc(Cl)cc1,-0.8,1.9,-5.1,6.6,-3.7,-0.2,12.5,7.1,-15.8,-1.3
CC(C)Oc1cccc(C(=O)NC(=S)N2CCN(c3ccc(C(F)(F)F)cc3[N+](=O)[O-])CC2)c1,0.9,0.4,16.2,23.4,-1.4,x,24.2,i,-0.5,-0.1
O=C1CN(C(=O)COc2ccc([N+](=O)[O-])cc2Cl)c2ccccc2N1,x,0.1,-6.1,-1.1,-4.3,0.2,x,1.1,3.8,-3.7
O=C(c1cc(-c2ccncc2)nc2ccccc12)N1CCN(S(=O)(=O)/C=C/c2ccccc2)CC1,1.4,0.6,-4.3,22.7,-0.1,x,2.6,i,-12.6,-0.1
O=C(Nc1ccccc1C(=O)N1CCOCC1)c1noc2c1CCCC2,1.0,-0.5,-13.5,5.1,-5.6,x,13.5,i,-6.8,-0.4
CC(C)CNC(=O)CC(=O)N/N=C/c1ccc(Br)cc1,-6.6,0.1,1.2,-2.6,-2.9,x,20.6,-0.5,x,-0.8
O=C1CC(NNC(=O)c2ccc(Br)cc2)C(=O)N1 (stereo unspecified),-0.5,0.1,7.6,-0.5,8.3,0.0,6.1,-0.5,1.9,4.6
CN(C)C1C(=O)C(C(N)=O)=C(O)C2(O)C(=O)C3=C(O)c4c(O)cccc4C(C)(O)C3CC12 (stereo unspecified),1.7,-1.9,x,-7.5,-0.1,x,5.5,-0.5,-6.6,0.2
CCOc1ccccc1NC(=O)CCNS(=O)(=O)c1cccc2nonc12,-1.6,1.0,20.4,3.1,1.8,13.8*,3.5,-0.3,-14.3,0.8
Cc1ccc2c(c1)C(N1CCCC1=O)CC(c1ccco1)N2 (stereo unspecified),-2.9,0.8,-17.0,-1.1,2.2,x,17.4,-1.3,-10.4,1.3
CCOC(=O)C1(CCc2ccccc2)CCN(C(=O)c2cnc(C)cn2)CC1,-1.4,0.9,0.8,3.0,3.6,1.0,29.6,0.0,-9.9,-0.6
COc1cc(C(C(=O)NCc2ccccc2)N(C(=O)c2snc(C(N)=O)c2N)C2CCCC2)cc(OC)c1OC (stereo unspecified),-2.3,-0.2,-16.8,7.2,-1.9,-0.3,8.5,-0.3,6.0,-0.4
COc1ccc(C(CCN2CCOCC2)c2c(OC)cc(OC)c3c(C)cc(=O)oc23)cc1 (stereo unspecified),x,-0.5,-3.6,13.2,-2.2,1.2,26.3,0.7,-8.0,-0.1
COc1ccc(N2C(=O)C(CC(N)=O)N(NC(=O)c3cccc(OC)c3)C2=S)cc1 (stereo unspecified),-2.2,-1.9,0.7,0.8,-5.2,1.0,18.4,1.4,-7.5,-0.1
C=C1c2cccc(C(F)(F)F)c2O[C@H](C(=O)OCC)[C@H]1OC,x,-1.1,6.0,-9.9,-1.5,2.0,x,-1.6,-16.6,0.1
CCC1=NN(C(=O)CCc2ccc3c(c2)OCO3)C(O)(C(F)(F)F)C1 (stereo unspecified),3.3,2.1,-10.2,-3.7,-2.5,0.8,25.1,-0.3,-8.9,-0.4
O=C(/C=C/c1ccccc1)NC(NC(=S)Nc1ccc(Cl)cc1)C(Cl)(Cl)Cl (stereo unspecified),4.2,-1.2,-20.1,-6.3,1.5,x,3.2,-6.2,-4.5,1.1
O=C(/C=C/c1ccccc1Cl)NNC(=O)c1ccncc1,x,-0.5,3.4,-10.1,8.8,1.6,x,0.5,-4.4,0.1
CCOC(=O)c1cn(C2CC2)c2c(F)c(F)c(F)cc2c1=O,1.2,0.9,8.0,-2.1,0.8,1.3,-2.0,-1.6,-7.6,0.0
Cc1cc(N2CCN(c3ccc([N+](=O)[O-])c4cccnc34)CC2)c2ccccc2n1,2.5,1.3,x,2.2,11.8,x,7.8,-0.3,-1.1,20.0
Nc1ncc2[nH]c(N)nc2n1,x,-1.3,-1.7,-4.3,0.4,1.0,x,1.7,-2.5,-0.4
Cc1ccc(Cl)cc1N1CCN(S(=O)(=O)c2ccc3c(c2)OCCO3)CC1,1.7,2.3,15.1,21.2,-3.9,x,17.7,0.7,-0.8,-0.7
O=C(Nc1ccc2ccccc2c1)OC1CCS(=O)(=O)C1 (stereo unspecified),x,x,20.0,x,-0.3,1.4,x,x,x,0.0
N#C/C(=C\c1ccc(OCc2ccc(C(=O)O)cc2)cc1)C(=O)N1CCOCC1,5.5,2.5,5.2,-0.5,1.8,0.3,-13.1,i,-11.3,-0.3
CSc1cccc(-n2ccc(=O)c(C)c2C)c1,0.7,-0.9,3.8,0.1,-1.9,0.5,35.6,-7.7,-1.3,-0.6
Cn1c(CSc2nc3ccccc3n2C)nc2ccccc21,5.0,0.5,-5.7,8.0,-0.8,x,20.0,i,12.0,0.2
Cc1cc(/C(N)=N/OC(=O)c2cccc(Cl)c2)no1,3.5,-0.4,2.7,-9.7,x,1.1,12.0,-0.6,x,x
O=c1[nH]c2ccccc2cc1CN(CC1CCCO1)S(=O)(=O)c1ccc(Cl)cc1 (stereo unspecified),-0.8,-0.9,10.9,27.8,1.4,-0.1,19.6,-0.2,-5.5,-2.3
COc1ccc2nc(Nc3sc4c(c3C(N)=O)CCCC4)sc2c1,2.2,2.6,-0.1,-18.2,1.2,-0.5,-6.1,-0.2,4.3,5.1
CCCNS(=O)(=O)c1cccn1-c1ncc(C(F)(F)F)cc1Cl,-1.0,-0.5,15.8,1.8,0.8,x,15.2,-2.2,-3.3,0.6
CCC(Oc1ccccc1)C(=O)Nc1ccccc1N1CCCC1 (stereo unspecified),-1.6,-2.2,-6.8,16.3,-1.9,0.4,-2.5,-0.4,0.4,-0.3
c1ccc(-c2cnnc(-c3ccccn3)n2)cc1,x,10.5,-5.1,4.8,3.2,x,x,-1.7,-17.3,0.1
Cc1cccc(N2CCN(C(=S)Nc3ccc4nc(N5CCOCC5)cc(C)c4c3)CC2C)c1 (stereo unspecified),4.0,2.0,-13.1,-11.7,-1.8,x,-7.5,2.7,9.8,2.5
O=C(NNC(=O)c1cc(Cl)ccc1[N+](=O)[O-])c1csc(N2CCOCC2)n1,x,0.3,15.1,2.1,1.2,0.4,x,i,-15.3,0.7
CCC(=O)N(Cc1cc(=O)[nH]c2ccccc12)c1ccccc1OC,-2.5,-1.4,3.5,0.7,-3.0,1.5,10.4,-6.2,-10.5,-1.7
COc1ccc(OC)c(C(=O)Cn2cnc3ccccc3c2=O)c1,-0.9,-0.2,6.8,3.7,3.7,0.1,-2.6,-0.3,-14.9,0.4
COc1cccc(NC(=O)C2CCCCC2)c1,0.7,-0.1,-12.8,0.8,2.3,x,4.4,5.9,-33.1,0.1
CC(C)(C)c1ccc(C(=O)Nc2ccc([N+](=O)[O-])cn2)cc1,1.6,-1.3,5.0,1.8,1.5,-1.5,-7.0,-0.7,0.8,0.5
CCOc1cc(-c2nc3ccccc3s2)ccc1O,-0.2,11.4,-46.0,11.4,-1.4,7.9,16.2,i,-8.1,0.5
N#C/C(=C/c1cccc([N+](=O)[O-])c1)C(=O)Nc1ccccc1O,0.0,0.0,-0.7,-4.4,3.1,0.6,13.8,i,5.9,-0.9
COc1ccc(NC(=O)c2ccc(S(=O)(=O)N(C)c3ccccc3)cc2)cc1S(=O)(=O)N1CCOCC1,x,x,3.5,27.9,-9.9,1.3,x,i,x,-0.4
COc1ccc2ccccc2c1CNC(C)CCc1ccccc1 (stereo unspecified),-0.3,2.1,-3.6,15.9,-17.1,1.2,12.2,i,11.1,-2.7

# One compound at a time, from the list above. Order of screens: 3CLpro inhibitor	PfHsp40 rescue	CCHF vOTU inh	Yp Topo-I inh	Anthrax LF inh2	TcdB GH inh	DUSP3 inh	Vc quorum ag	SSB-PriA inh	BoNT-A LC inh2
# Profile of N#C/C(=C/c1cccc([N+](=O)[O-])c1)C(=O)Nc1ccccc1O = 0.0	0.0	-0.7	-4.4	3.1	0.6	13.8	i	5.9	-0.9
# Profile of CCOc1cc(-c2nc3ccccc3s2)ccc1O = -0.2	11.4	-46.0	11.4	-1.4	7.9	16.2	i	-8.1	0.5
# Profile of COc1ccc(NC(=O)c2ccc(S(=O)(=O)N(C)c3ccccc3)cc2)cc1S(=O)(=O)N1CCOCC1 = x	x	3.5	27.9	-9.9	1.3	x	i	x	-0.4
# Profile of CC(C)(C)c1ccc(C(=O)Nc2ccc([N+](=O)[O-])cn2)cc1 = 1.6	-1.3	5.0	1.8	1.5	-1.5	-7.0	-0.7	0.8	0.5
# Profile of COc1ccc2ccccc2c1CNC(C)CCc1ccccc1 (stereo unspecified) = -0.3	2.1	-3.6	15.9	-17.1	1.2	12.2	i	11.1	-2.7
